HTT ATP protect – Huntington cell model cytoprotection by ATP luminescence | PC12 HTT-Q103 induced, cytoprotection, ATP luminescence, 40 h | Potency, µM (highest dose often 56.4 µM), for the others: cytoprotection (ATP increase), most hits filed as activators | 0.14% of 230,000 active | AID 1471;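 note: potency is the fitted concentration of half-maximal effect; % of control where 0% means no effect; nearly all actives have a fitted effect of over 45% in size; toxic huntingtin expression switched on by the ecdysone agonist tebufenozide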
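PC12 cells stably carrying ecdysone-inducible Htt exon 1 (Q103)–GFP were induced with 100 nM tebufenozide (final) alongside library compounds in a dose series. Cytoprotection was scored as retained ATP by ATPlite luminescence.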
HTT aggregate – mutant huntingtin aggregation inhibition | PC12 HttQ103-GFP aggregates, Acumen cytometry, 40 h | Potency, µM (doses to about 46.1 µM), for inactives: at the highest dose activity change, negative = inhibition, actives largely listed as inhibitors | 1.1% of 220,000 active | AID 1688; note: potency is the fitted concentration of half-maximal effect; % is set by controls: 0 for no effect and ±100 for the full control effect; nearly all actives have a fitted effect of over 60% in size
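Read-out: GFP aggregate count by laser scanning cytometer (488 nm excitation, 500-530 nm emission, 1–25 µm objects >6 SD above background). Cells: PC12, inducible HTTex1-Q103-GFP, 100 nM tebufenozide; compounds titrated.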
aGlu spleen mod – lysosomal alpha-glucosidase (human) modulation; 0.006% of 240,000 active; Potency, µM (highest dose often 79.9 µM), without a hit: at the highest dose activity change, negative = inhibition, actives largely listed as inhibitors; human spleen homogenate, 4-MU-alpha-glucoside fluorescence; AID 2112; P10253;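 note: potency is the fitted concentration of half-maximal effect; 0% = enzyme with vehicle and -100% = no enzyme basal signal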
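AC50 values come from Hill-equation fits of concentration-response data, normalized to no-enzyme and full-activity controls. Enzyme source: 1 ug human spleen homogenate; 1 mM fluorogenic 4-MU glucoside, pH 5.0 citrate buffer, 37 C, 40 min.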
GAA inhib – inhibitors of human lysosomal alpha-glucosidase; purified human GAA, 4-MU-alpha-glucoside fluorescence; Potency, µM (series often up to 76.9 µM), for the others: at the top dose activity change, negative = inhibition, actives largely listed as inhibitors; 0.005% of 200,000 active;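 note: potency is the fitted concentration of half-maximal effect; plate controls were uninhibited enzyme wells for no effect and no-enzyme background for full effect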
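Enzyme (4 nM final) mixed with compound (up to 77 uM), then 4-MU-alpha-D-pyranoside (400 uM final) added; 20 min at room temperature, pH 5.0. Reaction stopped at pH 10, fluorescence read, AC50 derived by Hill fit.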
CBFb-RUNX1 inh – blocks binding between human CBF-beta and RUNX1; AlphaScreen CBFb-His/RUNX1-biotin binding, biochemical; AID 1477; Potency, µM (titrated, usually from 59.8 µM), for inactives: at the highest dose activity, negative = inhibition, actives largely listed as inhibitors; 230,000 tested, under 10 active; Q01196+Q13951; note: % of control where 0% means no effect
Target sequence (Q01196 whole entry, looked up): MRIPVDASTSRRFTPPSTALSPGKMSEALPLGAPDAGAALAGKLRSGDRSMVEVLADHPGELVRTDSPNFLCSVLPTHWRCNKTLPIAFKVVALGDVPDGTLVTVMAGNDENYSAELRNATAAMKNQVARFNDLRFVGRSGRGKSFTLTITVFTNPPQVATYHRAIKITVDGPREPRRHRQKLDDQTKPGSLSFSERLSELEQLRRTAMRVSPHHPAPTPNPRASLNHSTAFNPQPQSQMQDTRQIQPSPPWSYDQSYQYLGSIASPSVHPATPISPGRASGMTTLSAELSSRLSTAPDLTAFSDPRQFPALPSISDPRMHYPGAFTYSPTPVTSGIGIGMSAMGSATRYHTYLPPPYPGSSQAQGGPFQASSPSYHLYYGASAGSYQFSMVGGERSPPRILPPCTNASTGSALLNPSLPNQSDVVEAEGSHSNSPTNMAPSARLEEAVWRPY
Target sequence (Q13951 whole entry, looked up): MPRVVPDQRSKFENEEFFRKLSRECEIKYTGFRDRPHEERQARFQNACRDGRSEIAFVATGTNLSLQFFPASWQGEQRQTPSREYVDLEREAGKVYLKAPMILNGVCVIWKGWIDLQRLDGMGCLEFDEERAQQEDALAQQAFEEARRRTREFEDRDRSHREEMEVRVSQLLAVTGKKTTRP
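Compounds were screened at multiple concentrations against a preformed CBF-beta(His)/RUNX1(biotin) complex (30 nM of each) for 15 min at room temperature, followed by 90 min with nickel and streptavidin beads and AlphaScreen reading.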
GAA glycogen – alters human alpha-glucosidase cleavage of glycogen. recombinant GAA, glycogen substrate, Amplex Red glucose oxidase fluorescence. Potency, µM (titrated, usually from 76.4 µM), for the others: at the highest dose activity change, negative = inhibition, usual class: inhibitors. 0.38% of 300,000 active;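 note: potency is the fitted concentration of half-maximal effect; 0% = full enzyme reaction and -100% = no-enzyme basal signal; the screen sought inhibitors and activators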
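qHTS, 1536-well; enzyme 4 nM final; cpd up to 77 uM; substrate bovine liver glycogen 30 ug; 50 mM citrate/phosphate pH 5.0, 0.01% Tween-20; 37 C, 40 min; Amplex Red detection 45 min RT; Hill fit → AC50.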
LMNA splice mod – changes lamin A minigene splicing in HeLa cells; Potency, µM (top dose mostly 46.1 µM), for the others: top-dose ratio change, negative = inhibition, actives largely listed as inhibitors; 0.01% of 200,000 active; AID 1487; HeLa LMNA splicing GFP/RFP minigene ratio, 48 h; active = well fitted inhibition curve with a large enough effect in the signal ratio, with a control signal flat, not every such curve was filed as active; inconclusive = small, poorly fitted or top-dose-only effect, or effect the other way, or a change in a side signal; the % refers to the signal ratio; note: potency is the fitted concentration of half-maximal effect; % is set by controls: 0 for no effect and ±100 for the full control effect
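S3 HeLa cells stably expressing lamin A-EGFP splicing minigene plus DsRed2, 600 cells/well, 48 h compound exposure at 37C. Laser-scanning cytometry; analysed as GFP (500-530 nm)/RFP (575-640 nm) total intensity ratio; 0.5% DMSO vehicle.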
Starred values were filed as active, the others as inactive; ? = inconclusive; · = not tested or not shown; & = joins results of further samples; [ ] = dose if it differs, or a comment. Unless noted, calls come from the whole dose curve; as a rule, active = well fitted curve in the direction sought with a large enough effect; inconclusive = small, poorly fitted or top-dose-only effect, or another doubt; inactive = no such curve, though single readings can be large; an effect the other way counts as inactive or inconclusive.

Order of results: aGlu spleen mod	CBFb-RUNX1 inh	GAA glycogen	LMNA splice mod	GAA inhib	HTT ATP protect	HTT aggregate
(1) CCc1nnc(NC(=O)c2cnccn2)s1
  1%	0%	-3%	0%	-3%	-8%	10%
(2) Cc1nnc(SCC(=O)Nc2ccc(S(=O)(=O)N3CCCC3)cc2)n1N
  -18%	6%	5%	6%	-23%	-18%	-12%
(3) Cc1ccc([N+](=O)[O-])cc1NC(=O)c1ccc2c(c1)OCO2
  5%	3%	6%	16%[46 µM]	?	12%[10 µM]	28%[9.22 µM]
(4) COC(=O)/C(=C/c1c[nH]c2ccccc12)NC(C)=O
  -2%	-1%	1%	?	-7%	19%[10 µM]	25%
(5) Cc1sc2ncnc(NCC3CCCO3)c2c1C (stereo not drawn)
  -1%	1%	0%	-2%	-4%	-19%	?
(6) C=CCn1c(SCC(=O)NC(=O)NCCC)nnc1C1CCCCC1
  6%	0%	-9%	-6%	?	-33%	-3%
(7) CCCn1nnc(NC(=O)C(c2ccccc2)c2ccccc2)n1
  -13%	4%	2%	-3%	-13%	18%	2%
(8) COc1ccc(-c2cc(CCCC(=O)N3CCN(c4ccc(OC)cc4)CC3)no2)cc1
  4%	-7%	-5%	-5%	1%	-17%	?
(9) Cc1ccc(C(C)C)c(OCC(=O)Nn2c(C)nc3ccccc3c2=O)c1
  -3%	-10%	-8%	4%	-5%	17%	8%
(10) COc1cccc(Cn2c(=O)sc3ccccc3c2=O)c1
  ·	29%	-4%	·	0%	-56%[inhibitor]	2%

Some of the entries above, set out differently.
#	molecule	aGlu spleen mod	CBFb-RUNX1 inh	GAA glycogen	LMNA splice mod	GAA inhib	HTT ATP protect	HTT aggregate
4	COC(=O)/C(=C/c1c[nH]c2ccccc12)NC(C)=O	-2%	-1%	1%	?	-7%	19%[10 µM]	25%
9	Cc1ccc(C(C)C)c(OCC(=O)Nn2c(C)nc3ccccc3c2=O)c1	-3%	-10%	-8%	4%	-5%	17%	8%

The results go on.
Order of results: aGlu spleen mod	CBFb-RUNX1 inh	GAA glycogen	LMNA splice mod	GAA inhib	HTT ATP protect	HTT aggregate
(11) CCCCN(CCCC)S(=O)(=O)c1ccc(NS(=O)(=O)c2ccc(NC(C)=O)cc2)cc1
  -15%	5%	-22%	-4%	-12%	-9%	?
(12) Cc1ccc(OCC(=O)OC2CCCN(C)C2)cc1 (stereo not drawn)
  3%	1%	13%	·	-3%	-9%[10 µM]	-13%[9.22 µM]
(13) Clc1ccc2nncn2n1
  ·	-6%	6%	17%[9.22 µM]	-1%	8%	-2%
(14) CCOC(=O)c1cc(C)nc(N2CCCCC2)c1C#N
  8%	?	-4%	·	·	25%[10 µM]	3%[9.22 µM]
(15) CSc1ccc(C2(O)Cc3cccc[n+]3C2c2ccccc2)cc1 (stereo not drawn)
  -1%	6%	0%	·	·	7%[10 µM]	13%[9.22 µM]
(16) CCn1c(CN2CCN(C(=O)c3ccco3)CC2)nc2c1c(=O)n(C)c(=O)n2C
  -7%	1%	4%	-8%	-6%	-20%	?
(17) O=c1c(-c2ccc(F)cc2)nc2cnc(Oc3cccc(Cl)c3)nc2n1C1CC1
  -9%	·	·	?	·	4%	·
(18) CCOC(=O)COc1c(/C=N\O)cc(Cl)cc1OC
  -13%	13%	3%	1%[9.22 µM]	?	7%	-3%
(19) Cc1ccc(-c2cc(C(=O)N/N=C\c3cnn(C)c3C)c3ccccc3n2)cc1C
  -2%	0%	2%	-14%	-12%	-82%[inhibitor]	?
(20) COc1cccc(Cn2c(=O)c(-c3ccccc3)nc3cnc(N4CCN(C)CC4)nc32)c1
  1%	·	·	4%	·	-2%	·
(21) Cc1c(NC(=O)C(C#N)=C2CCCCC2)c(=O)n(-c2ccccc2)n1C
  -5%	3%	15%	2%	?	21%	-5%
(22) O=C(O)c1cc(S(=O)(=O)N2CCCCC2)sc1Cl
  -16%	-1%	0%	3%	1%	·	-1%
(23) Cc1cc(NS(=O)(=O)c2ccc(Nc3nc(-c4sc(NC(=O)c5ccccc5)nc4C)cs3)cc2)no1
  -4%	-20%	-12%	-6%	0%	-50%[inhibitor]	?
(24) O=C(N/N=C\c1ccc(O)c([N+](=O)[O-])c1)c1ccccc1-n1cccc1
  4%	21%	-12%	?	-7%	11%[10 µM]	15%
(25) CC1(C)c2ccccc2N2CCC(=O)NC21/C=C/c1ccco1 (stereo not drawn)
  3%	-11%	11%	10%	5%	-6%[0.074 µM]	-19%
(26) Cc1sc(NC(=O)C2CCCC2)c(C#N)c1C
  -13%	8%	2%	0%	0%	·	3%
(27) CC(C)(C)C(=O)CNS(=O)(=O)c1ccc(S(=O)(=O)NC2CCCC2)cc1
  -7%	12%	1%	?	-1%	-10%[10 µM]	-21%
(28) CCOC(=O)C1=C(c2ccccc2)N(C)C(=O)NC1c1ccc(OC(F)F)c(OC)c1 (stereo not drawn)
  -4%	4%	-5%	?	-7%	-8%	-9%
(29) O=C1N=C(N2CCOCC2)S/C1=C/c1ccc(-c2ccc(F)cc2)o1
  -3%	0%	-8%	?	1%	37%[10 µM]	7%[9.22 µM]
(30) CN1C(=O)C[C@H](c2ccccc2)C1=O
  1%[29.1 µM]	-4%[21.7 µM]	·	-13%	·	-2%[40.3 µM]	0%

For convenience, some entries already given:
Order of results: aGlu spleen mod	CBFb-RUNX1 inh	GAA glycogen	LMNA splice mod	GAA inhib	HTT ATP protect	HTT aggregate
(1) CCc1nnc(NC(=O)c2cnccn2)s1
  1%	0%	-3%	0%	-3%	-8%	10%
(2) Cc1nnc(SCC(=O)Nc2ccc(S(=O)(=O)N3CCCC3)cc2)n1N
  -18%	6%	5%	6%	-23%	-18%	-12%
(3) Cc1ccc([N+](=O)[O-])cc1NC(=O)c1ccc2c(c1)OCO2
  5%	3%	6%	16%[46 µM]	?	12%[10 µM]	28%[9.22 µM]
(4) COC(=O)/C(=C/c1c[nH]c2ccccc12)NC(C)=O
  -2%	-1%	1%	?	-7%	19%[10 µM]	25%
(5) Cc1sc2ncnc(NCC3CCCO3)c2c1C (stereo not drawn)
  -1%	1%	0%	-2%	-4%	-19%	?
(6) C=CCn1c(SCC(=O)NC(=O)NCCC)nnc1C1CCCCC1
  6%	0%	-9%	-6%	?	-33%	-3%
(7) CCCn1nnc(NC(=O)C(c2ccccc2)c2ccccc2)n1
  -13%	4%	2%	-3%	-13%	18%	2%
(8) COc1ccc(-c2cc(CCCC(=O)N3CCN(c4ccc(OC)cc4)CC3)no2)cc1
  4%	-7%	-5%	-5%	1%	-17%	?
(9) Cc1ccc(C(C)C)c(OCC(=O)Nn2c(C)nc3ccccc3c2=O)c1
  -3%	-10%	-8%	4%	-5%	17%	8%
(10) COc1cccc(Cn2c(=O)sc3ccccc3c2=O)c1
  ·	29%	-4%	·	0%	-56%[inhibitor]	2%
(11) CCCCN(CCCC)S(=O)(=O)c1ccc(NS(=O)(=O)c2ccc(NC(C)=O)cc2)cc1
  -15%	5%	-22%	-4%	-12%	-9%	?
(12) Cc1ccc(OCC(=O)OC2CCCN(C)C2)cc1 (stereo not drawn)
  3%	1%	13%	·	-3%	-9%[10 µM]	-13%[9.22 µM]

Later entries.
Order of results: aGlu spleen mod	CBFb-RUNX1 inh	GAA glycogen	LMNA splice mod	GAA inhib	HTT ATP protect	HTT aggregate
(31) Cc1cc(N2CCOCC2)nc(SCC(=O)c2ccccc2)n1
  -2%	5%	-4%	23%	-10%	-8%[10 µM]	?
(32) CC(C)CC(c1nnnn1Cc1ccco1)N1CCN(c2cccc(Cl)c2)CC1 (stereo not drawn)
  3%	-1%	-29%	?	-9%	13%	-33%
(33) COc1ccccc1C1=NOC(COC(=O)c2ccc3ccccc3n2)C1 (stereo not drawn)
  -2%	0%	5%	4%	?	8%	-1%
(34) NS(=O)(=O)c1ccc(CCNC(=O)Cc2ccccc2[N+](=O)[O-])cc1
  9%	-3%	13%	7%[46 µM]	2%	2%	4%
(35) COc1cc2c(C#N)c(N3CCCC3)nc(N)c2c(N)n1
  2%	11%	-3%	·	·	2%[10 µM]	-1%[9.22 µM]
(36) O=[N+]([O-])c1ccc(N2CCN(c3nc(-c4ccc(Cl)cc4)cs3)CC2)cc1
  0%	-1%	14%	2%	-3%	-19%	-7%
(37) N#Cc1ccc(C23CC4(C2)[C@H](CN(CC2CCCCC2)[C@@H]4c2ccccc2)C3c2ccc(C(F)(F)F)cc2)cc1 (stereo partly drawn)
  -7%&-2%	3%&10%	0%	·	·	-8%	-20%[9.22 µM]
(38) CC(C)CCNC(=O)c1ccc(Cl)c(NC(=O)Cc2ccccc2)c1
  2%	-4%	6%	5%	5%	·	-4%
(39) Cc1ccc(S(=O)(=O)N(CC(=O)N/N=C/c2cccc(C)c2)c2cccc3cccnc23)cc1
  -6%	8%	2%	-6%	9%	-9%	?
(40) CC(=O)Nc1ccccc1-c1ccc(C)o1
  3%	-2%	-5%	1%	-8%	-17%[10 µM]	-3%
(41) COc1cc(/C=N\NC(=O)c2ccc(C)nc2)ccc1OC(=O)c1ccco1
  -2%	4%	2%	-11%	-12%	26%[10 µM]	6%
(42) CCOc1ccc(S(=O)(=O)N(C(=O)c2ccco2)c2cc3sc(=O)oc3c3ccccc23)cc1
  -3%	?	-6%	-1%	-17%	0.89µM*	0%
(43) Cc1noc(C)c1CSCc1ccc(Cl)cc1
  9%	11%	-10%	·	·	13%[10 µM]	-13%[9.22 µM]
(44) NC(=O)OC[C@H](O)COc1ccc(Cl)cc1
  -7%[29.1 µM]	-18%[21.7 µM]	·	?	·	-6%[40.3 µM]	-4%[20.6 µM]
(45) C=CCN1C(=O)C(O)(CC(=O)c2ccc(N)cc2)c2ccccc21 (stereo not drawn)
  -4%	-1%	12%	12%	1%[15.4 µM]	2%	3%
(46) Cc1cc(C)c2oc(=O)cc(CN3CCOCC3)c2c1
  5%	2%	2%	-3%	0%	13%[10 µM]	-11%
(47) Cc1noc(C)c1COC(=O)CCOc1ccccc1
  -2%	5%	-12%	-1%	1%	-2%	2%
(48) Cc1ccc(NC(=O)CN(C)CC(=O)Nc2c(C)cccc2C)c(Br)c1
  3%	-4%	3%	1%	4%	0%	12%
(49) CC1(C)CC(=O)C2=C(C1)OC(N)=C(C#N)C21CCN(Cc2ccccc2)CC1
  -2%	2%	-9%	16%	1%	-6%[10 µM]	13%

Screens (PubChem BioAssay)
